Jurkat NFkB inh: lowers PMA/ionomycin-induced NF-kB signal in Jurkat cells. PMA/ionomycin-induced NF-kB luciferase reporter, luminescence. inhibition, % at 4 µM. 330,000 compounds, 0.53% hits. AID 435003
HKDC1 inh: blocks human hexokinase HKDC1 activity | Q2TB90 | recombinant HKDC1, G6PDH/diaphorase resazurin coupled fluorescence | inhibition, % at 20 µM | 340,000 compounds, 0.16% hits;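 active means inhibition above about 35% when tested at 20 µM, limit read from the data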;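 further: plate controls were DMSO wells with enzyme for no effect and DMSO wells lacking enzyme for full effect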
Target sequence (Q2TB90 whole entry, looked up): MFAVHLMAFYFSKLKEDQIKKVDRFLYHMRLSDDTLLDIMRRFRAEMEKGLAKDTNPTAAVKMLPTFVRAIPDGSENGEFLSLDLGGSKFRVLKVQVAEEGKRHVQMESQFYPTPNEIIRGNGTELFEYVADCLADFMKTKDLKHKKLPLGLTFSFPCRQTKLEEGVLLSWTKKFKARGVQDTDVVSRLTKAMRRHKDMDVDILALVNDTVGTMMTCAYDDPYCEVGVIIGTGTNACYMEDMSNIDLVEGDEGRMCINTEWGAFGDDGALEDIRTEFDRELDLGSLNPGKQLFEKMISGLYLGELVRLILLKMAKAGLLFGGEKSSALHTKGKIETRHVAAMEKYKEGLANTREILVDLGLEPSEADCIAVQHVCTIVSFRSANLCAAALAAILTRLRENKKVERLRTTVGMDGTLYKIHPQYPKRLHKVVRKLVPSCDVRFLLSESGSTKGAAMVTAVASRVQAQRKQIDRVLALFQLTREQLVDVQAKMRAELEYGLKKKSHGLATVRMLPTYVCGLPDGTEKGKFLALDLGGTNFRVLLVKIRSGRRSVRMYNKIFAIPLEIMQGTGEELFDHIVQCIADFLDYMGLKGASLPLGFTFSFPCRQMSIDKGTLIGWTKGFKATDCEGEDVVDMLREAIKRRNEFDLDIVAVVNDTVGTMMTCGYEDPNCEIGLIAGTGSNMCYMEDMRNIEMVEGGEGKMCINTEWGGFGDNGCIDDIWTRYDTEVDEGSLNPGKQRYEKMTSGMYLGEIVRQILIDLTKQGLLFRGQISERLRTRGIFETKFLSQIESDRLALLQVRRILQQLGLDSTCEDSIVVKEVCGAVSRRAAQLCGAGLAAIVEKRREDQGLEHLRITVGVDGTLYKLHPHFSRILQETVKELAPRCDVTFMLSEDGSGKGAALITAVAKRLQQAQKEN
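Test system: recombinant HKDC1 (HK5) hexokinase enzyme, produced in-house; Amount: enzyme 5 µg/mL final; Buffer or medium: Tris pH 8.0 buffer with MgCl2, Tween-20, BSA, BME; Reagent: glucose and ATP substrates; Doses: 20 µM test compound, 1% DMSO; Incubation: 90 min reaction incubation at room temperature, dark; Detection: resorufin fluorescence at 613 nm.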
697 NFkB inh: lowers PMA/ionomycin-induced NF-kB signal in 697 B cells. 697 B-cell NF-kB luciferase reporter, 16 h. inhibition, % at 4 µM. 330,000 compounds, 0.33% hits. AID 435022; in the data active means inhibition above about 35%
Apaf-1 inh: inhibitors of human Apaf-1 apoptosome. O14727. reconstituted apoptosome caspase-3 activity, DEVD-Rh110 fluorescence. inhibition, % at 20 µM. 330,000 compounds, 0.71% hits; active means inhibition of at least 40% at 20 µM;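 further: plate controls were DMSO wells for no effect and DEVD-CHO caspase inhibitor wells for full effect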
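System – cell-free apoptosome with Apaf-1, procaspase-3 and caspase-9 · Buffer or medium – pH 7.5 Hepes buffer with CHAPS, BSA, DTT · Also added – cytochrome c with DEVD-Rh110 · Times – 30 min compound preincubation, 50 min activation, room temperature · Technique – Rh110 fluorescence intensity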
Gli-Sufu antag: blocks Gli-Sufu signaling in a luciferase reporter; AID 588413; 340,000 compounds, 0.74% hits; inhibition, % at 5 µM; Sufu-KO-LIGHT fibroblasts, Gli luciferase reporter luminescence;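 active means inhibition above about 55%, limit read from the data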;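 further: 0% = DMSO-treated cells and 100% = wells with medium but no cells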
SENP7 block: blocks the human protease SENP7; Q9BQF6; inhibition, % at 5 µM; 330,000 compounds, 1.5% hits; recombinant SENP7, Z-RLRGG-aminoluciferin luminescence, 40 min;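 active means inhibition above about 50% at the single test dose, limit read from the data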;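 further: plate controls were DMSO with enzyme for no effect and no enzyme buffer wells for full effect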
UBC13 inh: blocks human UBC13 polyubiquitin chain formation | P61088 | TR-FRET | inhibition, % at 20 µM | 330,000 compounds, 0.47% hits | AID 485273; in the data active means inhibition above about 45%, passing the limit was not always enough
Target sequence (P61088 whole entry, looked up): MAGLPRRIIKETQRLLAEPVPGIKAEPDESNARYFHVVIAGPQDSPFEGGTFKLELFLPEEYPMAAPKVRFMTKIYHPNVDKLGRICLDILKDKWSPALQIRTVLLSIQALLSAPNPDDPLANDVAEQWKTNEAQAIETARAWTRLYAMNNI
SENP8 block: blocks the human protease SENP8; AID 2540; purified SENP8, Z-RLRGG-aminoluciferin cleavage, luminescence; inhibition, % at 10 µM; Q96LD8; 330,000 compounds, 1.2% hits
* = called active by the depositor; x = no result given. Unless noted, no stated cut-off is given here; in the data, active means inhibition above about 50%; inactive means the rest.

SMILES	Jurkat NFkB inh	HKDC1 inh	697 NFkB inh	Apaf-1 inh	Gli-Sufu antag	SENP7 block	UBC13 inh	SENP8 block
CCOC(=O)N1CCN(C(=O)CSc2nnc(-c3cccc(Cl)c3)o2)CC1	13	-1	2	-7	-3	-7	3	10
O=C(CCS(=O)(=O)c1ccccc1)Nc1ncc([N+](=O)[O-])s1	-3	-3	-8	-2	-5	-3	5	-9
Cc1ccc(OCC(=O)NCCNC(=O)c2cccnc2)cc1C	5	-4	5	2	-5	4	1	-18
O=C(CSc1nnc(NC(=O)c2ccccc2F)s1)NCc1ccco1	3	-2	-35	-6	-19	8	-7	-3
Cc1ccc2c(CC(=O)Nc3c(C)n(C)n(-c4ccccc4)c3=O)coc2c1	-16	3	-11	4	-3	-2	0	-12
COc1ccc(NC(=O)C2CCN(S(=O)(=O)c3ccccc3)CC2)cc1	-1	1	-6	-1	8	-10	-6	-8
CN1CCN(CCCNC(=O)c2cn(C3CCCCC3)c(=O)c3c2c2ccccc2n3C)CC1	-15	-2	19	-2	0	-3	64*	4
CCCCC(=O)Nc1cccc(NC(=O)c2cccc(Br)c2)c1	-3	0	-5	13	-1	16	3	-10
Cc1ccccc1-c1nc2c(s1)CCc1onc(-c3cccc([N+](=O)[O-])c3)c1-2	-2	3	14	-7	-2	1	-4	-1
C/C(=N\NC(=O)CNc1cccc(C(F)(F)F)c1)c1ccc(Br)cc1	2	-11	12	8	-26	1	9	2
Cc1ccc(C(=O)OCC(=O)NC2CCCc3ccccc32)o1 (centres undefined)	3	-4	12	2	26	-11	-12	-6
COc1ccc(C(=O)N2CCNC(=O)C2CC(=O)Nc2cc(Cl)ccc2OC)cc1 (centres undefined)	-23	-6	17	2	-10	3	5	-3
COc1ccc(CCC(C)Nc2ccc(F)c(F)c2)cc1 (centres undefined)	-31	-5	-12	20	-2	-5	-7	-14
CCOc1ccc(Cc2noc3c2C(=O)CC(C)(C)C3)cc1OCC	-5	1	6	4	-11	6	15	7
C=CCn1c(NCc2ccc(OC)cc2O)nc2ccccc21	-35	0	-40	-4	-15	-6	8	-16
O=C(CSc1nnnn1-c1ccc(O)cc1)NC1CCCCC1	9	-2	19	3	-30	9	7	-2
CCN(CC)CCN1C(=O)C(=O)/C(=C(/O)c2ccc(S(=O)(=O)N3CCOCC3)cc2)C1c1ccccc1 (centres undefined)	9	-5	18	-4	-35	0	2	3
CCOC(=O)Cn1c(=O)oc2cc(S(=O)(=O)NC(C)c3ccccc3)ccc21 (centres undefined)	0	-1	3	2	10	2	3	-1
COc1ccccc1N1CCN(S(=O)(=O)CCNC(=O)CC2CCCCC2)CC1	0	-3	16	7	7	1	2	-2
N=C(N)SCCc1cccc(CCSC(=N)N)c1	-3	-3	17	-1	-1	8	8	4
CC(=O)Cc1cc2cc([N+](=O)[O-])ccc2oc1=O	-6	0	9	-15	5	6	-4	-3
COc1ccc(NC(=O)C(=O)NNC(=O)COc2ccc(OC)cc2)cc1	-3	-1	15	2	-9	8	-2	-1
CCOc1ccccc1C(=O)N(C)Cc1cc2ccccc2[nH]c1=O	1	-5	0	-1	5	-3	2	2
Cc1cccnc1NC(=S)NCc1ccco1	-16	-6	-9	1	7	-3	0	0
O=[N+]([O-])c1ccc(N2CCN(S(=O)(=O)c3ccccc3)CC2)cc1NCCN1CCOCC1	-7	17	-17	8	11	0	-35	5
CC(OC(=O)CC1CCCC1)C(=O)Nc1ccc(S(N)(=O)=O)cc1 (centres undefined)	-1	-7	-5	1	-4	-16	0	-4
O=C(Cc1c(F)cccc1Cl)Nc1cc(S(=O)(=O)N2CCCCC2)ccc1N1CCOCC1	-2	0	4	5	16	6	0	2
O=C(OCCCOC(=O)c1ccc(O)cc1)c1ccc(O)cc1	-3	1	16	-2	1	-2	6	-6
NC(=O)CCCc1nc(-c2ccccc2Cl)no1	12	-4	2	-14	-6	5	18	3
CCc1ccccc1NC(=S)N(CCN(C)C)Cc1cccs1	9	1	-14	-13	28	5	0	0
O=S(=O)(N[C@@H]1C[C@H]2CC[C@@H]1C2)c1cccs1	-9	-5	19	-15	-6	3	8	-1
CN(C)CCNC(=O)C(c1ccccc1)c1ccccc1	2	-3	1	-5	5	6	9	-2
O=C(Cn1nc(-c2ccc(Cl)cc2)ccc1=O)N1CCN(c2ccccc2)CC1	8	-6	7	16	x	8	15	-4
O=C(N1CCCCC1)C1(c2ccccc2)CCOCC1	-6	-10	8	2	3	-9	-2	-4
COc1cccc2c1cc1c(=O)n(CC(=O)NCc3ccccn3)nc(C)n12	-1	0	2	-7	23	3	6	7
O=C(Nc1ccccc1N1CCN(c2ccc(F)cc2)CC1)c1ccccc1	1	2	-20	21	-12	-7	-8	-12
CCN(CC(=O)Nc1ccc2c(c1)OCCO2)C(=O)c1cc(Cl)nc2ccccc12	4	2	8	13	-15	-4	-12	-8
Cc1cccc(C)c1OCC(=O)NCc1nnc(SCC(=O)NC2CCCCC2C)n1C (centres undefined)	3	-12	19	-6	1	-7	4	-2
CCCc1cc(C(=O)Nc2cc(Cl)ccc2O)no1	-54	-2	-27	5	12	4	10	9
O=C(NC1CCS(=O)(=O)C1)c1cc(-c2ccccc2)nc2ccccc12 (centres undefined)	2	-10	-12	1	2	-6	13	-1

Only Jurkat NFkB inh and UBC13 inh (2 entries from above):
| canonical_smiles | Jurkat NFkB inh | UBC13 inh |
| --- | --- | --- |
| COc1ccc(NC(=O)C(=O)NNC(=O)COc2ccc(OC)cc2)cc1 | -3 | -2 |
| CCOc1ccccc1C(=O)N(C)Cc1cc2ccccc2[nH]c1=O | 1 | 2 |

Back to the main list, repeating the 5 entries before the break.
SMILES	Jurkat NFkB inh	HKDC1 inh	697 NFkB inh	Apaf-1 inh	Gli-Sufu antag	SENP7 block	UBC13 inh	SENP8 block
O=C(Nc1ccccc1N1CCN(c2ccc(F)cc2)CC1)c1ccccc1	1	2	-20	21	-12	-7	-8	-12
CCN(CC(=O)Nc1ccc2c(c1)OCCO2)C(=O)c1cc(Cl)nc2ccccc12	4	2	8	13	-15	-4	-12	-8
Cc1cccc(C)c1OCC(=O)NCc1nnc(SCC(=O)NC2CCCCC2C)n1C (centres undefined)	3	-12	19	-6	1	-7	4	-2
CCCc1cc(C(=O)Nc2cc(Cl)ccc2O)no1	-54	-2	-27	5	12	4	10	9
O=C(NC1CCS(=O)(=O)C1)c1cc(-c2ccccc2)nc2ccccc12 (centres undefined)	2	-10	-12	1	2	-6	13	-1
CCc1nc(C)cn1S(=O)(=O)c1cc(Br)ccc1OC	10	1	0	0	-2	3	0	1
COc1ccc(OCC(=O)Nc2ccc(N3CCN(C(=O)c4ccco4)CC3)cc2)cc1	-12	8	16	0	17	-4	1	5
COc1ccnc(Oc2ccc(F)cc2)c1-c1ncn[nH]1	18	-7	5	-4	-1	3	2	6
CCCC[n+]1c(C)sc2cc(OC)ccc21	1	-6	-11	0	7	3	-3	5
COc1ccc(CCNC(=O)C2CCN(S(=O)(=O)N3CCCCC3)CC2)cc1OC	1	-5	17	-15	33	4	22	0
CCOc1ccc(S(=O)(=O)N(C)CC(=O)NCc2ccccn2)cc1Cl	27	-1	6	-1	-17	1	4	-6
COc1ccc(NC(=O)C2CCN(C(=O)[C@@H]3Cc4ccccc4CN3)CC2)cc1	-14	6	0	-3	-17	-1	1	-6
Cc1cc(=O)n2c3ccccc3n(CC(O)CN3CCOCC3)c2c1C#N (centres undefined)	23	-7	17	-4	1	11	0	-3
O=c1ccc(S(=O)(=O)N2CCCC2)cn1Cc1ccc(F)cc1	-3	-4	-13	2	-5	-4	8	1
CC(Oc1ccc2c(c1)oc(=O)c1ccccc12)C(=O)NC(Cc1c[nH]c2ccc(O)cc12)C(=O)O (centres undefined)	1	8	12	7	4	1	14	-1
Cc1ncc[nH]1	-14	-2	3	3	-3	-14	0	-17
CCN(CC(=O)Nc1ccccc1C(F)(F)F)C(=O)CCOc1ccccc1C	-9	1	3	12	-6	3	-11	5
Cc1ccn2c(NC3CCCC3)c(-c3cccs3)nc2c1	-16	-9	-22	3	-5	1	16	9
O=C(Cn1c(=O)c2cccn2c2ccc(F)cc21)NCCCN1CCN(c2ccccc2F)CC1	-8	-1	12	14	45	1	5	2
O=C(O)c1ccccc1NC(=O)c1ccccc1Nc1ccccc1	0	6	-9	11	6	3	-10	1
CCc1cc(=O)oc2cc(C)cc(OCC(=O)N3CCC(C(=O)NC(C)C)(c4ccccc4)CC3)c12	19	3	8	10	-13	2	14	12
CC1(C)Cc2nc3n[nH]c(N)c3cc2CO1	-14	-9	5	-10	0	11	1	-1
O=C(NNC(=O)c1ccccc1C(=O)O)c1ccc(O)cc1	-22	-4	19	-2	-2	4	1	-1
Cc1ccc(S(=O)(=O)N2CCN(S(=O)(=O)N3CCCCCC3)CC2)cc1	0	-3	-27	10	3	-2	-6	-3
CC1(C)Cc2ccccc2-c2nnnn21	-3	-11	-10	-9	-3	-13	-6	-3
CCOc1ccc(-c2nc(-c3ccncc3)no2)cc1OCC	-6	-5	-56	4	-12	2	11	-14
CC1CCN(c2ccc(/C=N/n3nnnc3N)cc2[N+](=O)[O-])CC1	-25	-19	-31	2	-19	13	-35	-3
COC(=O)C1(O)CC(C(C)C)=NN1C(=O)c1ccccc1 (centres undefined)	8	-6	8	-14	1	-6	4	-4
O=C(CSc1nnc(NC(=O)c2ccccc2F)s1)NC1CCCC1	5	6	-47	1	-12	0	-6	-1
COc1cccc(/C=C/C(=O)OCCN2C(=O)c3ccccc3C2=O)c1	-17	0	-6	15	0	-7	-5	-23
CCC(=O)Nc1ccc(Cl)c(NC(=O)c2cccc(OC)c2)c1	-5	-6	-6	4	4	5	2	-5
Cc1ccc(C2NC(C(=O)O)CS2)cc1 (centres undefined)	15	x	18	-8	x	2	7	4
O=C(NCc1ccccc1)c1cccnc1N1CCOCC1	-10	-5	-9	13	-5	5	-8	-1
O=c1c2ccccc2nc(SCc2ccc([N+](=O)[O-])cc2)n1CCCO	-12	7	-12	0	28	-5	16	-6
Cc1ccc(CSc2ccc(-c3ccco3)nn2)cc1	-68	0	-65	-1	-88	68*	0	-1
CN(C(=O)CN1C(=O)S/C(=C\c2ccccc2Cl)C1=O)C1CCS(=O)(=O)C1 (centres undefined)	11	3	-1	0	9	0	-5	1
O=C1c2ccccc2NC(c2ccccc2F)N1NS(=O)(=O)c1ccccc1 (centres undefined)	11	-4	1	13	-17	-6	8	1
COCCNC(=O)CSc1nc2cc3c(cc2c(=O)n1CCCC(=O)NCCc1ccc(OC)c(OC)c1)OCO3	-16	-7	-3	4	2	-12	-13	-1
CCc1ccc2nc(N(CCN(C)C)C(=O)/C=C/c3cccs3)sc2c1	13	-2	-7	20	20	3	26	1
COc1ccc(Cl)cc1NC(=O)C(C)N(C)Cc1cccc(Cl)c1Cl (centres undefined)	-8	1	14	14	4	-6	-14	-16
O=C(O)CNS(=O)(=O)c1ccc2[nH]c(=O)c(=O)[nH]c2c1	-18	-1	15	-3	31	6	1	4
O=C1[C@H]2[C@@H](c3ccc(F)cc3)N3C(=O)N(c4ccc(C(F)(F)F)cc4)C(=O)[C@@]3(Cc3ccccc3)[C@H]2C(=O)N1C1CCCCC1	2	-2	-9	-4	2	6	-24	-4
CCOC(=O)C[C@H]1c2ccccc2S(=O)(=O)N1Cc1ccc(Cl)cc1	17	-5	15	2	-1	-3	11	-9
Cc1nc(Cl)c(Cl)n1CCOc1ccccc1	-4	4	-11	0	-5	3	6	-5
COc1cc(C(=O)OC2CCOC2=O)cc(Cl)c1OC (centres undefined)	6	-3	-6	-6	-7	-6	-6	-5
CCN(CC(=O)Nc1ccc(OC)cc1)C(=O)c1ccc(N2CCCC2=O)cc1	-2	-6	20	37	-1	-1	22	-4
